PriA SSB inh – K. pneumoniae PriA-SSBct interaction inhibition; AlphaScreen SSBct-PriA binding, biotinylated peptide; inhibition, % at 33 µM; 430,000 compounds, 0.6% hits; in the data active means inhibition mostly above about 37%, no sharp cut-off; inactive means mostly below about 20%;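 further: plate controls were negative control peptide for no effect and reference peptide for full effect; strong numbers were not always called active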
SARS 3CLpro inh – SARS-CoV 3CLpro protease inhibition; recombinant SARS-CoV 3CLpro, quenched FRET peptide cleavage; inhibition, % at 6 µM; P0C6X7; 290,000 compounds, 0.14% hits; AID 1706; in the data active means inhibition above about 12%
CCHF vOTU inh – blocks the CCHF virus ovarian tumor domain protease; AID 651958; inhibition, % at 11.5 µM; 370,000 compounds, 0.55% hits; CCHFV vOTU protease, Pep-AMC fluorescence; in the data active means inhibition above about 30%; further: 0% = vehicle wells with enzyme and 100% = no enzyme wells
TcdB GH inh – inhibitors of Clostridioides difficile toxin B glycohydrolase; P18177; TcdB glycohydrolase enzymatic assay, plate reader; inhibition, % at 9.99 µM; 350,000 compounds, 0.24% hits; in the data active means inhibition above about 10%
BoNT-A LC inh2 – BoNT A light chain protease inhibition | AID 588499 | multiplex microsphere protease substrate cleavage, flow cytometry | inhibition, % at 10 µM | 360,000 compounds, 0.17% hits; further: plate controls were buffer without enzyme for full effect and enzyme alone for no effect
PfHsp40 rescue – rescue of PfHsp40-mediated yeast toxicity; AID 504582; growth rescue, % at 12.5 µM; S. cerevisiae expressing PfHsp40, growth rescue, ATP luminescence; 340,000 compounds, 0.68% hits; in the data active means growth rescue above about 28%, passing the limit was not always enough; inconclusive means no clear call, values can overlap the other calls;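 further: yeast W303a lacking pdr1 and pdr3 grown in galactose medium; growth measured after three days at 30 °C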
VHR inh abs – inhibitors of human VHR1 phosphatase (DUSP3). AID 1654. recombinant VHR phosphatase, pNPP absorbance. 290,000 compounds, 0.52% hits. inhibition, % at 13.3 µM. P51452; in the data active means inhibition above about 50%; further: some compounds called inactive have numbers as strong as hits
Target sequence (P51452 whole entry, looked up): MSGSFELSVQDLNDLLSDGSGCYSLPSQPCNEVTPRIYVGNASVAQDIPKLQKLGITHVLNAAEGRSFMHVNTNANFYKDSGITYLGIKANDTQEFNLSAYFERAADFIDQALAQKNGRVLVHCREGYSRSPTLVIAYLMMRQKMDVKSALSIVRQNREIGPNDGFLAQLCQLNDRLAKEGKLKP
Anthrax LF inh2 – inhibitors of Bacillus anthracis lethal factor protease; P15917; multiplex microsphere protease cleavage assay, LF; inhibition, % at 10 µM; 360,000 compounds, 0.12% hits; AID 588501; further: plate controls were buffer without enzyme for full effect and enzyme alone for no effect
Target sequence (P15917 whole entry, looked up): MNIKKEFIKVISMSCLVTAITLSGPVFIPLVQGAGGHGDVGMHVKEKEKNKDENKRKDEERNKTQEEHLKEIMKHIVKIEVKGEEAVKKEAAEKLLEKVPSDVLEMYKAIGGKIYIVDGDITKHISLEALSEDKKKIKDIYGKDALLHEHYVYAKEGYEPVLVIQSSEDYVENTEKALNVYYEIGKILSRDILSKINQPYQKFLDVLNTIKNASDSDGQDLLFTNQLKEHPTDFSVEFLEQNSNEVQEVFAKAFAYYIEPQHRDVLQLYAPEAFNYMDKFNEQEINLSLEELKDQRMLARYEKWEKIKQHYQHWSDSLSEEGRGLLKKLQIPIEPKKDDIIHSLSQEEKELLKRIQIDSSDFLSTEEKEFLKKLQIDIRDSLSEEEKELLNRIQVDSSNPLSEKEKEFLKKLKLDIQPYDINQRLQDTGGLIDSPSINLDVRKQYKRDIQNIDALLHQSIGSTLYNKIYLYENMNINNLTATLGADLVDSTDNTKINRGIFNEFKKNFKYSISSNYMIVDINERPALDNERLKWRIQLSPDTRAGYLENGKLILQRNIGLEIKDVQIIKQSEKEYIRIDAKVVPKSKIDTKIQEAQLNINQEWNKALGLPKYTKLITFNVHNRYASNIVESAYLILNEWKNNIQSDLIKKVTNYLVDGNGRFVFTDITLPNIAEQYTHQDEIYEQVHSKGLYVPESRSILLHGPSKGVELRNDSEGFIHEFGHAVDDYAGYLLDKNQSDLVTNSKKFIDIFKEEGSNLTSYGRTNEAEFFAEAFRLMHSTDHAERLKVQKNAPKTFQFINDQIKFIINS
Y pestis TopoI – blocks Yersinia pestis topoisomerase I activity; Y. pestis Topo-I cleavage product accumulation, plate reader; activity, % at 10 µM; 360,000 compounds, 0.064% hits; AID 504884; in the data active means activity above about 50%, passing the limit was not always enough; inconclusive means no clear call, values can overlap the other calls; further: inactives centre near 2
BH1578 lux ind – induces V. cholerae light production without autoinducers. activation, % at 18.7 µM. 350,000 compounds, 0.16% hits. V. cholerae BH1578 lux reporter, luminescence, 6 h. AID 588436; in the data active means activation mostly above about 9.7%, no sharp cut-off; inconclusive means no clear call, values can overlap the other calls; inactive means mostly below about 3.7%; further: not every result past the cut was called active; inactives centre near 0; reference of the scale not given here
* marks the source's active call; other numbers are inactive results; i = inactive; ? = inconclusive; . = not tested or not shown; & = joins results of further samples. Unless noted, no stated cut-off is given here; in the data, active means inhibition above about 30%; inconclusive means no clear call, values can overlap the other calls; inactive means below that.

Sequence of screens – PriA SSB inh | SARS 3CLpro inh | CCHF vOTU inh | TcdB GH inh | BoNT-A LC inh2 | PfHsp40 rescue | VHR inh abs | Anthrax LF inh2 | Y pestis TopoI | BH1578 lux ind
1: Cc1occc1C(=O)N/N=C/C=C/c1ccccc1
→ . | 0 | 3 | 2.4 | -0.8 | 0.3 | 19 | 0 | 0 | -0.3
2: COc1ccc(OC)c(/C=N/NC(=O)C(=O)N2CCCCCC2)c1
→ . | 0 | -12 | -5.5 | -1.9 | -1.0 | 2 | 1 | 20 | -0.2
3: O=C(O)c1ccccc1NC(c1ccccc1)c1ccc(Cl)cc1 (configuration not stated)
→ -16 | 9 | -17 | -0.7 | 0.0 | 8.7 | 6 | -23 | 9 | 0.5
4: Cc1ccc(NC(=O)c2ccc(Cl)nc2)cc1
→ -6 | 2 | -8 | 0.8 | -0.6 | 0.1 | 14 | -4 | -2 | 1.3
5: O=C(CSc1cccc(C(F)(F)F)c1)Nc1nnc(C2CC2)s1
→ -9 | . | 19 | 0.7 | -7.5 | -1.8 | . | -1 | 6 | -0.6
6: Cc1cc(-c2nnc(SCCC(=O)Nc3ccccc3)o2)no1
→ 4 | -5 | -1 | 0.7 | -1.4 | 0.2 | 11 | -5 | 4 | i
7: O=C(NCc1cccnc1)Nc1ccc(Cl)cc1Cl
→ -11 | 4 | -3 | 0.9 | . | -0.2 | -2 | . | -1 | i
8: CC(C)(C)[C@H]1C=C(C(=O)NCc2nc3ccccc3[nH]2)O[C@@H](OCCCCO)C1
→ -7 | 2 | -3 | 1.0 | -0.1 | -0.7 | 3 | -1 | 6 | i
9: COc1ccccc1-c1cnc(C(O)c2ccc(C)cc2)[nH]1 (configuration not stated)
→ . | . | 5 | 1.0 | -0.4 | . | . | -3 | 9 | i
10: ON1C2CCCCC2N(O)C1c1ccccc1C(F)(F)F (configuration not stated)
→ -13 | 1 | 0 | . | -0.1 | 4.2 | 22 | 1 | -6 | i
11: COc1cccc(C(=O)N2CCN(C(=O)C3COc4ccccc4O3)CC2)c1 (configuration not stated)
→ 0 | -6 | 8 | 0.1 | 0.4 | -1.1 | 15 | -2 | 8 | -0.1
12: COc1ccc(Cl)cc1NC(=O)c1nnn(CC(=O)Nc2cc(C)cc(C)c2)c1N
→ -9 | 4 | 3 | 1.7 | 3.1 | 1.8 | 11 | 4 | 0 | -0.2
13: CCOCCCNC(=O)C1CCCN(S(=O)(=O)c2cccc3nsnc23)C1 (configuration not stated)
→ -2 | 0 | 1 | 1.6 | 0.8 | 0.7 | 2 | 0 | -3 | i
14: CC(C)CO/C(=N/S(=O)(=O)c1ccccc1)c1ccccc1
→ . | -4 | 2 | . | -1.4 | -0.3 | 49 | -3 | 7 | i
15: CN(CC1CCCN(CCc2ccc(Cl)cc2)C1)C(=O)CC(F)(F)F (configuration not stated)
→ -10 | -7 | 2 | -2.4 | 2.0 | -0.5 | 8 | 2 | 0 | i
16: CCOc1ccc2nc(N3CCCC(C(=O)NCCCN4C(C)CCCC4C)C3)sc2c1 (configuration not stated)
→ 9 | -2 | 16 | 0.2 | -1.5 | -0.5 | 69 | -4 | -5 | -0.3
17: Cc1cccc(C)c1NC(=O)CNC(=O)C(C)N(C)CC(=O)Nc1ccc(F)cc1 (configuration not stated)
→ -12 | . | 6 | 2.7 | -0.5 | -0.3 | . | -1 | -4 | -0.6
18: Cc1ccc(S(=O)(=O)N2CCC(C(=O)NNC(=O)c3ccccc3O)CC2)cc1C
→ 11 | . | 12 | 0.4 | 1.8 | -1.0 | . | 11 | -7 | i
19: CCc1ccc(-c2cc(C(=O)N/N=C/c3ccccn3)[nH]n2)cc1
→ . | -2 | 18 | 1.0 | -0.9 | -0.9 | -4 | -3 | 17 | -0.6
20: O=C(CSc1ncc(-c2ccc(F)cc2)n1Cc1ccco1)Nc1ccc2c(c1)OCO2
→ 30 | 6 | 5 | . | -2.2 | ? | -3 | -7 | 12 | -2.0
21: O=C(CCCCCCCC(=O)NNC(=O)Nc1ccccc1)NNC(=O)Nc1ccccc1
→ 0 | 5 | -2 | 1.2 | 2.8 | -1.3 | -1 | 1 | -5 | -0.2
22: Cn1c(=O)[nH]c(=O)c2c1nc(N1CCCCC1)n2CCSc1nc2ccccc2o1
→ -6 | -1 | 1 | -1.0 | -0.6 | 0.9 | -12 | -4 | -1 | -0.6
23: O=C(NCc1ccccc1)Nc1cccn(Cc2cccc(F)c2)c1=O
→ -5 | 6 | -4 | -0.8 | -0.1 | -0.9 | 8 | 0 | 11 | -0.2
24: C[C@@H]1CN([C@H](C)CO)S(=O)(=O)c2ccc(C#CC3CCCC3)cc2O[C@H]1CN(C)C(=O)Cc1ccccc1
→ . | . | 19 | -0.2&0.2&0.3 | -0.1 | . | . | 3 | 30 | -1.1
25: Cc1nnc(SCC(=O)N/N=C/c2ccc(-c3ccc(C)c(Cl)c3)o2)s1
→ . | 4 | 10 | . | 0.8 | 0.2 | 8 | -1 | 26 | -0.3
26: Cc1ccc(N2CC(C(=O)Nc3ccc(S(=O)(=O)Nc4nccc(C)n4)cc3)CC2=O)cc1 (configuration not stated)
→ -6 | 4 | 3 | 0.2 | 1.0 | -0.2 | 8 | 2 | 5 | i
27: CN(C(=O)CSc1nncn1-c1ccccc1)C1CCS(=O)(=O)C1 (configuration not stated)
→ -7 | . | 6 | 0.1 | -0.5 | -0.4 | . | -3 | 7 | -0.4
28: COc1ccc(C2/C(=C(/O)c3ccccc3)C(=O)C(=O)N2c2ccccn2)cc1 (configuration not stated)
→ . | -2 | 0 | 0.8 | -3.0 | 0.1 | 27 | -11 | -3 | -1.0
29: Cc1cc(F)ccc1NC(=O)CCc1c(C)nn(-c2ccc(N3CCCCC3)nn2)c1C
→ -1 | -1 | 5 | 1.0 | 12 | 0.0 | 13 | 8 | 9 | -0.2
30: CCOC(=O)c1c(C)[nH]c(C(=O)OCC(=O)N2CCN(S(=O)(=O)c3ccccc3)CC2)c1C
→ -7 | 6 | -6 | . | -0.8 | 1.1 | 20 | -2 | 1 | 0.1
31: COc1ccc(S(=O)(=O)Nc2ccc(S(=O)(=O)N3CCCCC3)cc2)cc1C
→ -16 | 5 | -8 | . | -0.2 | 0.3 | 24 | -6 | 1 | -0.4
32: CCOC(=O)c1oc2ccccc2c1COC(=O)CNC(=O)c1ccc(C)cc1
→ 7 | . | 4 | 2.4 | -4.2 | -0.1 | . | -9 | 31 | 2.8
33: O=C(CSc1nc2ccccc2c(=O)n1CC1CCCO1)NCC1CCCO1 (configuration not stated)
→ -15 | -3 | -2 | -0.6 | ? | 0.4 | 15 | -8 | 6 | i
34: CC(C)n1c(N2CCN(CC(=O)NCc3cccs3)CC2)nc2ccccc21
→ -12 | -3 | -14 | . | -0.1 | -1.5 | 27 | 0 | 9 | -0.3
35: N=C1C(c2ccccc2)=C(O)CN1Cc1ccco1
→ -1 | -2 | -7 | 0.4 | 1.0 | -1.2 | 18 | -4 | 2 | i
36: COc1ccc(CNC(=O)c2cc3cc(OC)ccc3oc2=O)cc1
→ 0 | 4 | -6 | 1.4 | -1.1 | -1.7 | 24 | 2 | -24 | 0.4
37: CCC(C)(C)NC(=O)CN(C(=O)CCC(=O)Nc1nccs1)c1ccc(C)cc1
→ 0 | 3 | -15 | -0.2 | 1.3 | 0.0 | -23 | -6 | 27 | 0.2
38: CCN(CC)c1ccc(NC(=O)CSc2nc3ccccc3c(=O)n2-c2cc(S(=O)(=O)N(C)C)ccc2C)cc1
→ 23 | 3 | 8 | . | -1.3 | 1.0 | 29 | 0 | 30 | -0.4
39: Clc1cccc2sc(N3CCCCC3)nc12
→ -76 | 0 | -8 | . | 0.2 | 0.0 | -13 | -3 | 9 | i
40: O=C(c1cccnc1)N1CCC(Oc2ccc(C(=O)N3CCCC(O)C3)cc2)CC1 (configuration not stated)
→ -14 | -3 | 1 | 1.0 | 0.1 | -0.3 | 35 | 1 | 10 | -0.1
41: COc1ccc(NC(=O)/C=C/c2ccc(Br)o2)cn1
→ -6 | -2 | -3 | 0.5 | -1.7 | -1.6 | 4 | -7 | 9 | -0.2
42: Cc1ccc(C(=O)C(=S)N2CCOCC2)cc1
→ -12 | 6 | -1 | 1.3 | -1.5 | -2.0 | -4 | 0 | -2 | -0.5
43: COc1ccc(S(=O)(=O)N2CCOCC2)cc1NC(=O)c1c(-c2ccccc2)noc1C
→ 0 | . | -11 | -0.1 | 0.5 | 0.6 | . | 0 | 12 | -0.9
44: CC(C)CC(=O)NC(=S)Nc1ccccn1
→ -1 | 3 | -4 | . | 0.9 | -1.8 | 18 | 1 | -7 | -0.2
45: COc1ccc(C(=O)Nn2c(C)nc3ccccc3c2=O)cc1
→ 3 | 2 | -7 | -0.3 | -3.4 | 1.4 | 38 | 1 | 0 | 0.5
46: COc1ccc(-n2cc3ccc([N+](=O)[O-])cc3n2)cc1
→ -12 | 1 | 9 | 1.4 | 2.7 | 1.9 | -5 | 3 | 3 | 2.2
47: FC(F)(F)Oc1ccc(NC(=S)Nc2ccc(OC(F)(F)F)cc2)cc1
→ -4 | 6 | 3 | -0.1 | -3.0 | 145* | 9 | 9 | -5 | -0.4
48: Cc1ccc(NC(=O)CCNC(=O)Cn2cnc3ccccc3c2=O)cc1F
→ -11 | -9 | 7 | 0.9 | 0.6 | 0.8 | 7 | 6 | -6 | i
49: NS(=O)(=O)c1cccc(NC(=O)CSc2ccccn2)c1
→ -10 | 2 | 4 | . | -0.7 | 0.7 | -25 | 2 | -4 | -0.2
50: Fc1ccc2c(c1)nnn2C1CCN(Cc2ccccc2)CC1
→ -1 | 0 | -10 | . | 0.1 | -0.2 | 8 | -2 | -3 | -0.6
51: CC(=O)NC(NC(=S)Nc1ccc(N=Nc2ccccc2)cc1)C(Cl)(Cl)Cl (configuration not stated)
→ 34 | 4 | 2 | . | -0.8 | -0.4 | 15 | -9 | 5 | -1.6
52: Cc1ccc(C(C(=O)NC(C)(C)C)N(CC2CCCO2)C(=O)Cn2nnc(-c3ccc(C)o3)n2)cc1 (configuration not stated)
→ 0 | -4 | 8 | . | ? | 0.6 | 0 | 0 | 3 | -0.7
53: Cc1cc(Cl)c(S(=O)(=O)N2CCN(c3ccccn3)CC2)cc1OCC(N)=O
→ -12 | 2 | 2 | 0.6 | 0.0 | 2.9 | 22 | 3 | -4 | i
54: Cc1ccc(S(=O)(=O)NCCSCc2ccco2)cc1
→ -15 | 3 | -2 | 1.0 | -0.1 | 0.6 | -7 | -3 | 19 | -0.4
55: COc1ccc(N(C(C)C(=O)N/N=C/c2ccc(OC)c(OC)c2)S(C)(=O)=O)cc1 (configuration not stated)
→ . | 3 | 9 | 0.8 | -0.1 | 0.9 | -13 | -2 | -7 | 0.5
56: CNS(=O)(=O)c1ccc(NC(=O)c2ccccn2)cc1
→ -15 | 2 | -1 | 0.9 | 0.4 | -1.0 | -7 | 0 | -3 | -0.2
57: O=C(COc1ccc(C(=O)c2ccccc2)cc1)NCC1CCCCC1
→ -10 | 0 | 4 | 0.2 | 0.8 | 10 | 43 | 1 | 3 | -0.2
58: Nc1c(C(=O)NCc2ccccc2)nnn1Cc1ccccc1
→ 98* | 0 | 6 | -1.0 | -2.2 | 0.3 | 21 | -13 | -3 | -0.3
59: C=CCc1c(C)c(C#N)c2nc3ccccc3n2c1NCCN(C)C
→ -10 | -5 | 17 | . | 0.9 | 0.3 | 8 | 2 | -5 | -0.6

A portion of the library; the hit share may differ from the screen's.
